Rac1 GTP hydrolysis = MgcRacGAP GTPase-activating activity inhibitors, confirmation, biochemical, ADP Hunter fluorescence. Rac GTPase-activating protein 1 (Homo sapiens). MgcRacGAP-stimulated Rac1 GTP hydrolysis, ADP Hunter fluorescence; higher % means a stronger effect; GST-tagged Rac1 F28L mutant substrate. inhibition, % at 30 µM, or IC50 in µM where a hit was titrated. 340,000 compounds, 0.6% hits;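 active = first-screen hits whose inhibition reached a set limit at any dose in the follow-up dose series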;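 also: fluorescence reports GDP produced by GAP-driven GTP hydrolysis; strong numbers were not always called active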
Large T inhibition = SV40 large T antigen inhibitors, biochemical (AID 1903); SV40 large T antigen ATPase/helicase inhibition assay; higher % means a stronger effect; inhibition, % at 20 µM; hits with a dose series show IC50 in µM; 310,000 compounds, 0.39% hits; in the data active = a potency from the dose series; also: strong numbers were not always called active
* marks the source's active call; other numbers are inactive results; · = not tested or not shown; & = joins results of further samples. This is a subset, so the mix of outcomes need not match the whole.

Rac1 GTP hydrolysis | Large T inhibition | Structure
5% | · | CCCCCCCCO
7% | · | C[C@H]1c2cccc(O)c2C(=O)C2C(=O)C3(O)C(=O)C(C(N)=O)C(=O)[C@@H](N(C)C)[C@@H]3[C@@H](O)[C@@H]21 (stereo not given in full)
6% | · | CC1=C(C(=O)O)N2C(=O)[C@@H](NC(=O)[C@H](N)c3ccc(O)cc3)[C@H]2SC1
10% | · | CC(C)=CC(=O)O[C@@H]1Cc2cc3ccc(=O)oc3cc2OC1(C)C
3% | 6% | NC(=O)NC(CCC(=O)O)C(=O)O (stereo not given)
9% | 3% | CCCOc1ccccc1-c1nc2n[nH]nc2c(=O)[nH]1
4% | 3% | COc1c(O)cc2c(c1O)C1OC(CO)C(O)C(O)C1OC2=O (stereo not given)
-7% | 25% | CC(C)(CO)[C@@H](O)C(=O)NCCC(=O)O
3%&2% | 12%&15% | Cc1onc(-c2ccccc2Cl)c1C(=O)N[C@@H]1C(=O)N2[C@@H]1SC(C)(C)[C@@H]2C(=O)O
5%&0% | 8% | CC(=O)O[C@]1(C(C)=O)CC[C@H]2[C@@H]3C=C(Cl)C4=CC(=O)[C@@H]5C[C@@H]5[C@]4(C)[C@H]3CC[C@@]21C
4% | 31% | CC1(C)O[C@H]2CC(=O)OCC23[C@H]2CC[C@@]4(C)[C@H](c5ccoc5)OC(=O)[C@H]5O[C@]54[C@]2(C)C(=O)C[C@@H]13 (stereo not given in full)

Whole records, quoted from the list. Order of values: Rac1 GTP hydrolysis | Large T inhibition
CC(=O)O[C@]1(C(C)=O)CC[C@H]2[C@@H]3C=C(Cl)C4=CC(=O)[C@@H]5C[C@@H]5[C@]4(C)[C@H]3CC[C@@]21C in the list: 5%&0% | 8%
COc1c(O)cc2c(c1O)C1OC(CO)C(O)C(O)C1OC2=O (stereo not given) in the list: 4% | 3%
C[C@H]1c2cccc(O)c2C(=O)C2C(=O)C3(O)C(=O)C(C(N)=O)C(=O)[C@@H](N(C)C)[C@@H]3[C@@H](O)[C@@H]21 (stereo not given in full) in the list: 7% | ·
CC1(C)O[C@H]2CC(=O)OCC23[C@H]2CC[C@@]4(C)[C@H](c5ccoc5)OC(=O)[C@H]5O[C@]54[C@]2(C)C(=O)C[C@@H]13 (stereo not given in full) in the list: 4% | 31%
CCCCCCCCO in the list: 5% | ·
